# High-throughput results deposited in PubChem BioAssay by National Center for Advancing Translational Sciences (NCATS).
# TrxR1 substrate – substrates of rat thioredoxin reductase 1; AID 588456; purified TrxR1 substrate turnover, NADPH consumption readout; 390,000 compounds, 0.01% hits; Potency, µM (doses to about 114 µM), for inactives: at the top dose activity change, negative = substrate turnover; note: potency is the fitted concentration of half-maximal effect; % is set by controls: 0 for no effect and ±100 for the full control effect; nearly all actives have a fitted effect of over 50% in size
# Target sequence (O89049 whole entry, looked up): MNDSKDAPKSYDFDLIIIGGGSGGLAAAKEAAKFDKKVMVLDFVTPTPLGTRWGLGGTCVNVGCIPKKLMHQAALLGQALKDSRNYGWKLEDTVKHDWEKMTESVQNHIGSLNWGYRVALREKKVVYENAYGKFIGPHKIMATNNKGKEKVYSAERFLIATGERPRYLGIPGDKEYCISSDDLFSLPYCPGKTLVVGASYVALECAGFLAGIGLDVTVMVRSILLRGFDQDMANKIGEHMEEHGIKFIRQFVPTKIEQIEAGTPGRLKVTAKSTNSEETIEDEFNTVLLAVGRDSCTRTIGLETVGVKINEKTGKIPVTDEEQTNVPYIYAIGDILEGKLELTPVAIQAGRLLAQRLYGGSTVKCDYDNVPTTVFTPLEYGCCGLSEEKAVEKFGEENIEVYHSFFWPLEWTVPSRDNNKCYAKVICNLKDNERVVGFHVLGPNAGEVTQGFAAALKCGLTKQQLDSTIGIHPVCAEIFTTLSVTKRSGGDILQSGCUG
#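 Rat TrxR1, dispensed at 90 nM, was prereduced with 400 uM NADPH (final) for 5 min at ~22 deg C, then incubated with compound 15 min before 400 uM selenite. A first-read NADPH fluorescence drop versus no-compound background flagged substrates.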
# TRHR PAM – allosterically enhances the human TRH receptor; enhancement, % at 2 µM; TRHR cells, fluo-8 calcium fluorescence, EC20 TRH enhancement; 360,000 compounds, 0.66% hits; in the data active = enhancement above about 30%; note: 0% is about no effect
# Target sequence (P34981 whole entry, looked up): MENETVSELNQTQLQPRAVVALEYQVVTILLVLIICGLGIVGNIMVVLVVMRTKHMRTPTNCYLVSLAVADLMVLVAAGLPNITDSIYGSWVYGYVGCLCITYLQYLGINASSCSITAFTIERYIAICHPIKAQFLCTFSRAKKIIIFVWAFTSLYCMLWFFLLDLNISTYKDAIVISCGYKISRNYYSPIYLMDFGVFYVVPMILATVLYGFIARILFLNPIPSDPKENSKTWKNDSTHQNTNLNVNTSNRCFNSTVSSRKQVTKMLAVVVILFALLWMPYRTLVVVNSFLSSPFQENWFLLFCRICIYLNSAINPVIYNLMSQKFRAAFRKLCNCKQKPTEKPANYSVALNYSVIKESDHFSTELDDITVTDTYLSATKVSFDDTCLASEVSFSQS
#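 TRHR-expressing cells loaded with fluo-8 calcium dye were read kinetically (ex 480/em 530) during compound addition, then stimulated with an EC20 of TRH (10 nM final). Enhancement of the Gq-mediated intracellular calcium response was scored.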
# rTrxR1 inhibitor – rat TrxR1 inhibition. recombinant rTrxR1, NADPH fluorescence consumption, selenite substrate. Potency, µM (top dose mostly 114 µM), without a hit: at the top dose activity change, negative = inhibition, hits mostly inhibitors. 390,000 compounds, 1% hits. AID 588453; note: potency is the fitted concentration of half-maximal effect; % is set by controls: 0 for no effect and ±100 for the full control effect; nearly all actives have a fitted effect of over 65% in size
#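 Rat TrxR1 (90 nM in the dispensed reagent) was pre-reduced with 400 uM NADPH for 5 min at room temperature, then incubated with compound for 15 min. After 400 uM selenite was added, NADPH fluorescence (Ex 340/Em 450 nm) was followed for 8 min.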
# Pin1 inh – blocks the human prolyl isomerase Pin1; Potency, µM (series often up to 115 µM), inactives show at the highest dose activity, negative = inhibition, usual class: inhibitors; Q13526; 390,000 compounds, 0.009% hits; Pin1 FP peptide displacement, HiFluor488, 10 min; active = well fitted inhibition curve with a large enough effect in the polarisation, with a control signal flat, not every such curve was filed as active; inconclusive = small, poorly fitted or top-dose-only effect, or effect the other way, or a change in a side signal; inactive = no such curve, though single readings can be large or run the other way; the % refers to the polarisation; note: potency is the fitted concentration of half-maximal effect; % is set by controls: 0 for no effect and ±100 for the full control effect
# Target sequence (Q13526 whole entry, looked up): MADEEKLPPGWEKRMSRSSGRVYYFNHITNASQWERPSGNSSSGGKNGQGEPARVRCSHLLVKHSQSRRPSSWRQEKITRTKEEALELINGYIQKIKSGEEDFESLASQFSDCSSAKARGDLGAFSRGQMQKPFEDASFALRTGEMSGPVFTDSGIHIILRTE
# D2 agonist – agonists of human D2 dopamine receptor; P14416; HEK293 T-REx D2 cells, calcium flux agonist mode; activation, % at 2 µM; 340,000 compounds, 0.53% hits; AID 485358;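 active = activation over 3 SD above normal in the single-dose calcium agonist read, cut at about 30% in these data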; note: 0% is about no effect
#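 Tetracycline-induced HEK293 T-REx cells with force-coupled D2 receptor, plated overnight at 30 C, loaded with no-wash calcium dye. After a 10 s baseline, compound was pin-added and calcium flux read kinetically for 180 s; calcium rises flagged agonists.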
# IDH1 R132H inh – blocks human mutant IDH1 R132H enzyme; O75874; IDH1-R132H enzyme, NADPH consumption, diaphorase/resazurin fluorescence; Potency, µM (doses to about 76.6 µM), without a hit: top-dose activity change, negative = inhibition, most hits filed as inhibitors; 390,000 compounds, 0.093% hits; AID 602179; note: potency is the fitted concentration of half-maximal effect; % is set by controls: 0 for no effect and ±100 for the full control effect; nearly all actives have a fitted effect of over 65% in size
#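 IDH1-R132H (0.5 ug/mL dispensed) in pH 7.5 Tris buffer was preincubated 30 min with compound, then given a substrate mix of 0.016 mM NADPH and 2 mM alpha-KG for 80 min at room temperature; remaining NADPH was read by diaphorase/resazurin fluorescence.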
# D2 antag – D2 dopamine receptor (human) antagonism. 340,000 compounds, 2% hits. HEK293 TREx D2 cells, calcium flux, dopamine EC80. inhibition, % at 10 µM. AID 485344; in the data active = inhibition above about 30%; note: 0% is about no effect
#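 HEK293 T-REx D2 cells, tet-induced, calcium dye no-wash. Cpd pintool add, 180 s kinetic, then EC80 DA, 180 s kinetic. Ca flux read.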
# TRHR ag – activates the human TRH receptor. activation, % at 2 µM. TRHR cells, calcium flux fluo-8, FDSS agonist mode. 360,000 compounds, 0.18% hits; in the data active = activation above about 30%; note: 0% is about no effect
#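 Steps: seed TRHR cells overnight; add fluo-8 no-wash Ca dye, RT 30 min–1.5 h; record 10 s baseline; pin-transfer compounds; monitor fluorescence 1 cycle/s for the agonist window. Calcium increases flag candidate agonists.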
# USP1 inh – blocks the human USP1/UAF1 deubiquitinase complex. O94782. recombinant USP1/UAF1, Ub-Rhodamine cleavage fluorescence. Potency, µM (highest dose often 57.1 µM), for inactives: at the highest dose activity change, negative = inhibition, actives largely listed as inhibitors. 390,000 compounds, 0.23% hits. AID 743255; note: potency is the fitted concentration of half-maximal effect; % is set by controls: 0 for no effect and ±100 for the full control effect; nearly all actives have a fitted effect of over 60% in size; inactives centre near -12
#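 USP1/UAF1 complex at 1 nM was preincubated with compound for 15 min at room temperature, then Ub-Rho substrate (150nM final) was added. Fluorescence (480/540 nm) was read kinetically, 6 reads every 60 seconds.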
# * hit, by the source's call; ? = inconclusive; / = no result given; & = joins results of further samples; [ ] = another dose, or the depositor's remark. Unless noted, calls come from the whole dose curve; as a rule, active = well fitted inhibition curve with a large enough effect; inconclusive = small, poorly fitted or top-dose-only effect; inactive = no such curve, though single readings can be large or run the other way. Not all compounds are listed. The share of hits here may be higher or lower than overall.
SMILES,TrxR1 substrate,TRHR PAM,rTrxR1 inhibitor,Pin1 inh,D2 agonist,IDH1 R132H inh,D2 antag,TRHR ag,USP1 inh
COc1ccccc1CCNC(=O)C(=O)NCCC1CCCCN1S(=O)(=O)c1cccs1 (stereo unspecified),-1%[57.1 µM],5,9%[57.1 µM],4%,1.7,5%,6,0.5,-24%
COc1ccc(-n2ccnc2SCC(=O)NC2CCCC2)c(OC)c1,4%,11,6%[57.1 µM],1%,1.7,2%,8,0.1,7%
O=C(Cn1ncc2c(=O)oc3ccccc3c21)N1CCC(N2CCCCC2)CC1,0%[57.1 µM],0,7%[57.1 µM],1%,0.4,3%,-33,0.1,-23%
CCC1(C)CC2(CCCN(CCC(=O)c3ccccc3)C2)CCO1 (stereo unspecified),11%[2.29 µM],-8,?,2%,1.3,-3%,0,-0.2,-21%
CN(C(=O)CSc1nnc(N)s1)C1CCCCC1,5%,4,8%,-1%,1.1,-4%,6,0.5,-5%
O=C(CN1CCN(C(=O)CNC(=O)c2ccc3c(c2)OCO3)CC1)Nc1ccccc1Cl,6%,-3,19%,-2%,-0.1,7%,-18,0.0,-22%
Cc1ccc(N2C(=O)N(C(C)C)C(C)(C)CC2(C)O)cc1 (stereo unspecified),12%[2.29 µM],-3,17%[57.1 µM],-1%,-1.6,2%,15,-1.9,-8%
Cc1cccc(NC(=S)NCCCN2CCOCC2)c1,2%,-5,-11%,-3%,0.5,7%,12,-0.6,-19%
COc1ccc(N2C(=O)CN=C2Nc2nc(C)cc(C)n2)cc1,5%,0,4%,0%,/,7%,/,-1.9,-17%
N#C/C(=C\c1ccc(F)cc1)c1nc(-c2ccco2)cs1,3%,2,0%,?,-0.4,-9%,-7,0.6,-8%
Cc1ccc(-c2nc3c4ccccc4n(CC(=O)N4CCN(c5ccccc5F)CC4)c(=O)n3n2)cc1,-2%[57.1 µM],-3,26%[57.1 µM],-8%,/,-5%,/,0.2,-16%
c1ccc(N2CC3COc4ccccc4C3=N2)cc1 (stereo unspecified),74%[57.1 µM],/,-2%[11.4 µM],4%,/,0%,/,/,-13%
Cc1cccc(OCCCC(=O)Nc2sc3c(c2C(N)=O)CCC(C)C3)c1 (stereo unspecified),8%,-13,-1%,?,-1.4,16%,/,1.4,5%
CN(C)/C=C/C(=O)c1ccc2noc(-c3ccccc3)c2c1,-7%,0,-7%,?,0.3,-10%,-2,0.4,-32%
COc1cc(S(=O)(=O)Nc2ccc(C(=O)NCC(=O)O)cc2)ccc1NC(C)=O,8%[57.1 µM],-3,8%[57.1 µM],2%,-1.1,1%,-4,-0.1,-10%
C/C(=N\Nc1nc(-c2ccccc2)cs1)c1cccs1,-7%,4,-13%,-1%,-0.3,2%,21,-0.2,-1%
O=C(Nc1ccsc1C(=O)NC1CC1)c1ccccc1,-11%,-5,-14%,0%,-1.0,4%,6,0.0,-18%
CC1CCCN(Cc2nc3c(c(=O)n(C)c(=O)n3C)n2Cc2c(F)cccc2Cl)C1 (stereo unspecified),4%[57.1 µM],-5,30%,11%,-1.5,-3%,4,-0.8,-13%
CCc1ccc2c(c1)C(=O)C(=O)N2CCS(=O)(=O)c1ccccc1,-3%,0,15%,-10%,0.2,-8%,-4,0.4,-15%
O=S(=O)(NCc1ccccc1)c1ccc(-c2cnc(C3CC3)o2)cc1,25%,2&5,39%[activator],-7%&0%,1.2&0.4,0%&1%,1,-0.3&-0.7,-19%&-21%
CCC(=O)N(NC1=NS(=O)(=O)c2ccccc21)S(=O)(=O)c1ccc(C)cc1,7%,-3,27%,-2%,-0.1,11%,8,-1.2,-18%
CCc1cccc(-n2nnc(-c3nc(-c4ccccc4Cl)no3)c2N)c1,5%,9,31%,0%,/,-27%,/,-1.2,32%[activator]
COc1ccc(-c2nc3ccccc3c(=O)n2N)cc1,-9%,1,-11%,5%,0.4,2%,8,-0.3,-6%
COc1cc(NC(=O)COc2ccccc2)c(OC)cc1NC(C)=O,3%,-5,10%[57.1 µM],-1%,-2.3,2%,-8,-0.6,5%
O=C(CCCc1c[nH]c2ccccc12)N1CCCCCC1,-2%,-8,-6%,-1%,2.4,7%,4,-1.1,-16%

# An excerpt from above, reduced to D2 agonist and TrxR1 substrate.
molecule | D2 agonist | TrxR1 substrate
Cc1cccc(OCCCC(=O)Nc2sc3c(c2C(N)=O)CCC(C)C3)c1 (stereo unspecified) | -1.4 | 8%
CN(C)/C=C/C(=O)c1ccc2noc(-c3ccccc3)c2c1 | 0.3 | -7%
COc1cc(S(=O)(=O)Nc2ccc(C(=O)NCC(=O)O)cc2)ccc1NC(C)=O | -1.1 | 8%[57.1 µM]
C/C(=N\Nc1nc(-c2ccccc2)cs1)c1cccs1 | -0.3 | -7%
O=C(Nc1ccsc1C(=O)NC1CC1)c1ccccc1 | -1.0 | -11%
CC1CCCN(Cc2nc3c(c(=O)n(C)c(=O)n3C)n2Cc2c(F)cccc2Cl)C1 (stereo unspecified) | -1.5 | 4%[57.1 µM]

# Continuation:
SMILES,TrxR1 substrate,TRHR PAM,rTrxR1 inhibitor,Pin1 inh,D2 agonist,IDH1 R132H inh,D2 antag,TRHR ag,USP1 inh
O=C(CSc1ccc([N+](=O)[O-])cc1)NNC(=O)c1ccccc1F,-8%,-6,-16%,-6%,-1.9,-6%,-1,-2.2,-16%
CNC(=S)N(CCO)Cc1cc2cc3c(cc2[nH]c1=O)OCO3,55%[activator],6,20%,-9%,0.3,19%,-12,0.9,-8%
O=c1cc(C(F)(F)F)[nH]c2ccccc12,14%,4,30%,-7%,0.3,-8%,-8,0.4,-23%
COc1ccc(C(=O)CC(=O)C(=O)Nc2c(C)cccc2C)cc1,-15%,-3,-14%,-1%,-1.2,-8%,-4,-0.5,-8%
O=C(O)c1ccccc1-c1ccc(/C=C/c2cc(C(F)(F)F)[nH]c(=O)n2)o1,-19%,-4,-31%,/,45*,12%,16,33*,28µM*
COC(=O)c1ccc(N2CCOCC2)c(NC(=O)c2ccc3c(c2)OCO3)c1,-2%,1,12%[57.1 µM],-13%,-0.2,10%,13,-0.3,-20%
COc1ccc(NC(=O)C2=C(C)C(=O)OC23CCC(C)CC3)cc1Cl (stereo unspecified),-3%,-7,9%,?,0.8,4%,-4,-1.4,-8%
CCn1c(=O)cc(OCC(=O)Nc2ccccc2Cl)c2ccccc21,-8%[57.1 µM],-15,0%[57.1 µM],3%,0.7,0%,/,-0.6,-2%
COc1ccccc1NC(=O)C1=C(C)Nc2ncnn2C1c1ccc[nH]1 (stereo unspecified),3%[57.1 µM],-1,-5%[57.1 µM],13%,14,6%,/,0.6,-25%
N#Cc1c(-c2ccccc2)nc(SCc2cccc(Cl)c2)[nH]c1=O,6%[57.1 µM],-10,-3%[57.1 µM],-23%,-1.4,-4%,30*,-0.5,-18%
COC(=O)c1cc(NC2c3ccccc3C(=O)N2c2cccnc2)cc(C(=O)OC)c1 (stereo unspecified),10%[57.1 µM],3,14%,-2%,-1.0,2%,-11,-1.0,-16%
O=[N+]([O-])c1cccc(S(=O)(=O)c2ccc(NCCOCCO)c([N+](=O)[O-])c2)c1,-6%,-11,?,-2%,/,-10%,/,1.0,-11%
O=C(NCC1CCCO1)c1onc(CSc2ccc(Cl)cc2)c1C(=O)O (stereo unspecified),6%,-1,6%[57.1 µM],1%,-0.4,10%,0,0.4,-19%
C/C(CCc1oc2ccc(Br)cc2c1-c1ccc(C)o1)=N/O,5%,-3,18µM*,1%,-2.8,-6%,-6,-0.3,?
COc1cc(/C=N/n2nnnc2N)ccc1OC(C)C,7%,-4,7%[57.1 µM],3%,-0.1,-7%,-12,-0.8,-34%
Cc1ccccc1CN1C(=O)c2ccccc2S(=O)c2ccc(C(=O)NCc3ccc(Cl)cc3)cc21 (stereo unspecified),-7%[57.1 µM],-4,9%[57.1 µM],20%,0.5,5%,/,0.2,-20%
Cc1c(NC(=S)NC(=O)c2ccc(-c3ccc(Cl)cc3)o2)cccc1C(=O)O,-2%,5,?,9%,-0.8,0%,3,-0.3,-26%
CC(C)=C1C2CCC1C1C(=O)N(c3nc(-c4ccc(F)cc4)c(C)s3)C(=O)C21 (stereo unspecified),5%,8,22%,-14%,0.3,5%,2,-0.1,-13%
O=C(NCCN1CCOCC1)N1c2ccccc2Sc2ccccc21,3%,-2,4%,-10%,0.3,-6%,-14,-0.3,-23%
COc1ccc(N2C(=O)C(CC(=O)Nc3ccc(F)cc3)N(CCc3cccs3)C2=O)cc1 (stereo unspecified),4%,1,13%,11%,-0.1,5%,-4,-1.4,0%
Nc1[nH]n2c(=O)cc(-c3ccccc3)nc2c1N=Nc1ccccc1,-1%[57.1 µM],-4,19%[57.1 µM],-10%,2.1,-6%,-2,1.2,?
CCOc1ccccc1-c1nc(CN(Cc2cnn(C)c2)C(C)C)c(C)o1,3%,4,-2%,21%,0.3,10%,3,-0.4,?
CC(C)c1ccc(NC(=O)CN2C(=O)COc3ccc(S(=O)(=O)Nc4ccccc4)cc32)cc1,-12%,-3,12%,10%,0.1,-17%,/,1.2,-13%

# Three of the entries above in order of the IDH1 R132H inh value, descending.
compound,IDH1 R132H inh
O=C(O)c1ccccc1-c1ccc(/C=C/c2cc(C(F)(F)F)[nH]c(=O)n2)o1,12%
COc1ccc(N2C(=O)C(CC(=O)Nc3ccc(F)cc3)N(CCc3cccs3)C2=O)cc1 (stereo unspecified),5%
Cc1c(NC(=S)NC(=O)c2ccc(-c3ccc(Cl)cc3)o2)cccc1C(=O)O,0%
